CHO-K1 Ca antag – M1 antagonist counterscreen hit in parental CHO-K1 cells | ATP-induced calcium, Fluo-8 fluorescence | inhibition, % at 3 µM | actives 0.6% (n = 360,000) | AID 602250;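 active means inhibition above a per-plate cutoff, the plate's mean sample inhibition plus 3 SD, cut at about 24% in these data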;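 further: 0% = DMSO plus EC80 ATP and 100% = DMSO alone without ATP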
TAAR1 ag – human TAAR1 agonists, primary screen, Fluo-8 calcium fluorescence, CHO RD-HGA16 cells. Trace amine-associated receptor 1 (Homo sapiens), Q96RJ0. activation, % at 3 µM. vehicle wells 0%, saturating PEA agonist 100%. actives 0.99% (n = 360,000);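 active means activation above the mean activation of all test compounds in the run plus 3 SD, cut at about 38% in these data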
Target sequence (Q96RJ0 whole entry, looked up): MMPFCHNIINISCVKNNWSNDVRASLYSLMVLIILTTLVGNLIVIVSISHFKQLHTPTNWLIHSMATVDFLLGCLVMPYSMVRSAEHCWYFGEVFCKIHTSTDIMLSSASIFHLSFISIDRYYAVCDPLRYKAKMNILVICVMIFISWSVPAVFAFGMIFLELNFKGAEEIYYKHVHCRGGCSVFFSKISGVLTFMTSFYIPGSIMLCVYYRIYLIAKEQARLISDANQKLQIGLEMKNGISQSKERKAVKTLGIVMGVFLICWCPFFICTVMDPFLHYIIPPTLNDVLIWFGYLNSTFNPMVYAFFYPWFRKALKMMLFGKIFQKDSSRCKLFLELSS
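System: CHO-derived RD-HGA16 cells with stable Gα16 and human TAAR1 / Times: 17-24 h plating, Fluo-8 75 min 37 °C, 30 min RT / Technique: calcium-sensitive Fluo-8 signal, excitation 470-495, emission 515-575 nm / Measure: % activation relative to PEA EC100 response / Benchmarks: DMSO and PEA EC100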
CHRM1 agonist – human M1 muscarinic receptor agonists, primary screen, Fluo-8 calcium fluorescence, CHO-K1 cells, HTS | activation, % at 3 µM | CHO-K1 hM1, agonist mode; 0% DMSO, 100% acetylcholine EC100 | AID 588814, 2011 | actives 0.33% (n = 360,000) | Muscarinic acetylcholine receptor M1 (Homo sapiens), P11229;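 active means activation above the run's mean compound activation plus 3 SD, cut at about 16% in these data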;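 further: peak over basal fluorescence ratio within a 140 s kinetic read after compound addition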
Target sequence (P11229 whole entry, looked up): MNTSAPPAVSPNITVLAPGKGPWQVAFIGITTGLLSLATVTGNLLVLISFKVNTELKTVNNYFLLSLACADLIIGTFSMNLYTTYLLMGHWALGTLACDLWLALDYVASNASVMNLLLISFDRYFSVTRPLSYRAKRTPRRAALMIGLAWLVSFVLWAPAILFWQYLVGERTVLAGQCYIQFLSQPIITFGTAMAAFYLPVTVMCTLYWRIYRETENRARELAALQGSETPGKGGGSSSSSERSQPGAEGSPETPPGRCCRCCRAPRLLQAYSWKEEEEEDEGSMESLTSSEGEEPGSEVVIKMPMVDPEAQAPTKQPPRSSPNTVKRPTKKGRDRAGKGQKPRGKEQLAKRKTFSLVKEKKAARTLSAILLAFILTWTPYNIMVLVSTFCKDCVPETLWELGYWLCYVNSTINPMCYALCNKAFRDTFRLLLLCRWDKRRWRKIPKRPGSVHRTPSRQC
CHO-K1 Ca ag – counter-screen for M1 agonists: effect in parental CHO-K1 cells | AID 602248, 2012 | Fluo-8 calcium fluorescence; scaled to maximal ATP response, vehicle zero | activation, % at 3 µM | actives 0.48% (n = 360,000); in the data active means activation above about 15%;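 further: untransfected CHO-K1 host cells lacking M1 receptor as counterscreen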
CHO parental Ca – ATP-evoked calcium signal inhibitors, parental CHO, primary screen, counter-screen for OX1R antagonist project, cell-based, fluorescence, Fluo-8 calcium dye; parental CHO-K1, ATP-induced calcium, Fluo-8 fluorescence; inhibition, % at 5.6 µM; actives 0.63% (n = 330,000);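 active means inhibition above that plate's mean sample inhibition plus 3 SD, cut at about 26% in these data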;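 further: 0% = ATP-challenged DMSO wells and 100% = DMSO wells without ATP; some compounds past the cut are filed as inactive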
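Measured by: calcium-sensitive Fluo-8 fluorescence / Test system: CHO parental line / Controls: ATP-challenged DMSO wells low, unchallenged DMSO wells high / Measure: % inhibition / Compound: single nominal dose of 5.6 µM per compound / Replicates: single well per compound, no replicates / Reagent: ATP as calcium-mobilizing challenge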
TAAR1 antagonist – human TAAR1 antagonists, primary screen, Fluo-8 calcium fluorescence, CHO RD-HGA16 cells; inhibition, % at 3 µM; actives 1.5% (n = 360,000); antagonist; Trace amine-associated receptor 1 (Homo sapiens), Q96RJ0; AID 624466, 2012;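 active means inhibition above a per-plate cutoff, the mean inhibition of test compounds on that plate plus 3 SD, cut at about 49% in these data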;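 further: 0% = DMSO plus EC80 beta-PEA response and 100% = DMSO alone without agonist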
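System: CHO RD-HGA16 cells bearing hTAAR1. Reagent: EC80 β-phenethylamine stimulus. Schedule: seeding 17-24 h prior, 75-min 37 °C, 30-min RT dye loading. Signal: Fluo-8 intracellular calcium dye fluorescence, real-time kinetic reads. Read-out: % inhibition from peak post-agonist over basal fluorescence ratio. Benchmarks: vehicle wells and EC80 agonist wells. Replicates: n of 1.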
OXTR potentiate – human OXTR potentiators, primary screen, fluorescence, CHO-OTR cells, Fluo-8 calcium. Fluo-8 calcium fluorescence, potentiator mode; 0% = oxytocin EC15, 100% = EC100. actives 0.061% (n = 320,000). activation, % at 3 µM. Oxytocin receptor (Homo sapiens), P30559. AID 2445, 2010;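 active means activation above that plate's cutoff, the mean activation of tested compounds plus 3 SD, cut at about 6.6% in these data, passing the limit was not always enough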;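 further: 100% uses oxytocin at 75 nM as the full agonist control; some results filed as inactive read as strong as hits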
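Material: CHO-OTR cells, human receptor; compound dosing: single dose, 3.0 µM nominal final compound concentration; schedule: 6 min compound pre-incubation at room temperature, 100 s kinetic read; measured by: kinetic Fluo-8 calcium fluorescence; read-out basis: % activation vs EC15 and EC100 oxytocin; controls: EC15 oxytocin alone as 0%, 75 nM oxytocin as 100%; replicates: singlicate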
M1 PAM parental – nonselective calcium activators in parental CHO-K1 cells, primary screen, counter-screen for M1 PAM project, cell-based, Fluo-8 calcium fluorescence, full deck, 1536-well; ATP EC20; 0% at ATP EC20, 100% at ATP max; activation, % at 3 µM; actives 0.02% (n = 360,000); AID 602247, 2012;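 active means activation above the run cutoff, the mean activation of all test compounds plus 3 SD, cut at about 40% in these data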;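 further: peak over basal fluorescence ratio in a 140 s read after ATP addition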
M1 antag – human M1 muscarinic receptor antagonists, primary screen, CHO-K1 cells, Fluo-8 calcium fluorescence, 1536-well | CHO-K1 hM1, ACh EC80 antagonist | inhibition, % at 3 µM | actives 1.3% (n = 360,000) | AID 588852, 2011;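 active means percent inhibition above its own plate's cutoff, namely the mean of that plate's compound wells plus 3 SD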;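 further: peak over basal fluorescence ratio during 140 s after agonist addition; 0% = ACh EC80 plus DMSO and 100% = DMSO alone without agonist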
* = called active by the depositor; nt = not tested or not shown.

nr | canonical_smiles | TAAR1 antagonist | M1 antag | CHO-K1 Ca ag | OXTR potentiate | M1 PAM parental
1 | COc1ccc(/C=N/NC(=O)c2cccc(Br)c2)cc1Cn1cc(Cl)cn1 | 19 | -3 | 0.9 | -3 | 5
2 | O=[N+]([O-])c1cccc(C=NNc2ccc3ccccc3n2)c1O | 15 | -13 | 0.0 | nt | 7
3 | CC(=O)Nc1ccc2nc(NC(=O)CS(=O)(=O)c3ccccc3)sc2c1 | 1 | 4 | 0.5 | -12 | 17
4 | CCn1c(=O)n(CC(=O)Nc2cccc(OC)c2)c(=O)c2ccccc21 | 3 | -26 | 0.2 | -1 | 13
5 | NS(=O)(=O)c1ccc(CCNC(=O)C2CCCO2)cc1 (configuration not stated) | 6 | -11 | -0.1 | nt | 3
6 | Cc1nccn1CC(=O)N/N=C/c1cc(Br)cs1 | 7 | -7 | 0.1 | 4 | -18
7 | CCOC(=O)c1cnn(C)c1NC(=O)c1ccc([N+](=O)[O-])cc1 | -21 | 4 | -0.5 | -1 | -8
8 | Cc1ccc(/C=C(\NC(=O)c2ccccc2)C(=O)NC2CCN(Cc3ccccc3)CC2)o1 | -3 | -20 | 1.2 | -11 | 8
9 | O=C(Nc1ccc(S(=O)(=O)Nc2nccs2)cc1)C(F)(F)F | 1 | 10 | -0.1 | -5 | -8
10 | CCN(CCn1cccn1)C(=O)CC1C(=O)NCCN1Cc1ccc(OC)c(OC)c1 (configuration not stated) | -7 | 5 | -0.1 | -10 | 8
11 | CC(C(=O)O)c1n[nH]c(=O)c2ccccc12 (configuration not stated) | -3 | -10 | -0.4 | 3 | 4
12 | CC1CN(S(=O)(=O)c2cccc(C(=O)Nc3ccccc3N3CCOCC3)c2)CC(C)O1 (configuration not stated) | 0 | -14 | 0.0 | nt | 1
13 | O=C(NC1CCN(C(=O)NC2CCCCC2)CC1)c1ccco1 | -24 | -15 | 0.4 | -12 | 16
14 | Cc1ccc(S(=O)(=O)N2CCN(C(=O)[C@H](Cc3ccccc3)NC(=O)c3ccco3)CC2)cc1C | 14 | -6 | 0.3 | 0 | 13
15 | CC(Sc1nnc(-c2ccco2)o1)C(=O)Nc1ccc(OC(F)F)cc1 (configuration not stated) | -13 | -10 | -0.1 | -5 | 13

nr | TAAR1 ag | CHO-K1 Ca antag | CHO parental Ca | CHRM1 agonist
1 | 5 | 6 | -15 | -6
2 | 1 | -12 | nt | -6
3 | 0 | -2 | -10 | -3
4 | -1 | -3 | -17 | -2
5 | 1 | -5 | nt | -2
6 | 6 | 10 | -4 | -8
7 | 1 | -11 | -12 | -2
8 | 1 | -10 | -21 | -6
9 | 0 | 2 | 3 | -2
10 | 0 | 11 | 6 | -5
11 | 3 | 7 | -8 | 0
12 | 0 | 2 | nt | -5
13 | 11 | -13 | -10 | -4
14 | 3 | -19 | -13 | -6
15 | 3 | -4 | -12 | -1

2 entries from above, field by field:
[2] O=[N+]([O-])c1cccc(C=NNc2ccc3ccccc3n2)c1O
  TAAR1 antagonist: 15	M1 antag: -13	CHO-K1 Ca ag: 0.0	OXTR potentiate: nt	M1 PAM parental: 7	TAAR1 ag: 1	CHO-K1 Ca antag: -12	CHO parental Ca: nt	CHRM1 agonist: -6

[10] CCN(CCn1cccn1)C(=O)CC1C(=O)NCCN1Cc1ccc(OC)c(OC)c1 (configuration not stated)
  TAAR1 antagonist: -7	M1 antag: 5	CHO-K1 Ca ag: -0.1	OXTR potentiate: -10	M1 PAM parental: 8	TAAR1 ag: 0	CHO-K1 Ca antag: 11	CHO parental Ca: 6	CHRM1 agonist: -5

Carrying on:
nr | canonical_smiles | TAAR1 antagonist | M1 antag | CHO-K1 Ca ag | OXTR potentiate | M1 PAM parental
16 | COc1ccc([N+](=O)[O-])cc1NC(=O)C(C)N(C)Cc1cccc(OC)c1OC (configuration not stated) | 5 | -7 | 0.5 | -7 | 20
17 | Cc1ccc(CC2SC(=O)NC2=O)cc1Cl (configuration not stated) | -4 | -8 | 0.2 | -6 | 13
18 | COc1cc(OC)c(OC)cc1/C=N/NC(=O)c1ccc(=O)n(C)c1 | -15 | -8 | -0.1 | 2 | 15
19 | COc1ccc(N2CCN(C(=O)c3ccc(OCc4c(C)noc4C)c(OC)c3)CC2)cc1 | -7 | -12 | 3.3 | -8 | 23
20 | O=C(NCCN1CCCCC1)Nc1ccc(F)cc1 | -20 | -18 | 0.6 | -5 | 24
21 | COCCN(C(=O)CN1CCc2ccccc21)c1c(N)n(Cc2ccccc2)c(=O)[nH]c1=O | -2 | -11 | 0.8 | -4 | 9
22 | CCNC(=O)N(C)C[C@H]1N[C@@](Cc2ccccc2)(C(=O)OC)[C@H]2C(=O)N(C)C(=O)[C@@H]12 | 4 | -13 | -0.1 | -2 | -8
23 | Cc1nn(-c2ccccc2)c(N2CCCCC2)c1/C=N/O | -6 | -17 | -0.3 | -1 | 6
24 | CC(=O)c1ccc(OCC(=O)N(C)C2CCS(=O)(=O)C2)cc1 (configuration not stated) | -30 | -8 | 0.7 | nt | -7
25 | CCN1C(=NCCc2cccnc2)N[C@@H](c2ccccc2)[C@H](C(=O)OC)[C@H]1C | nt | 3 | 0.4 | -4 | 10
26 | CN(C)C(=O)CCc1ccc2c3c([nH]c2c1)[C@]1(C)[C@@H](C(=O)N2CCCCC2)C[C@H](CC(=O)NCc2cccc(C(F)(F)F)c2)C(=O)N1CC3 | 13 | -14 | 3.2 | nt | 11
27 | COc1ccc(C(=O)O)cc1S(=O)(=O)N(C)C | 6 | -1 | -0.2 | -3 | 6
28 | CCc1cccc(NC(=O)c2cnn(-c3ccccc3)c2C)c1 | 15 | -14 | 0.7 | -9 | -9
29 | Cc1ccccc1C(=O)Nc1ccccc1C(=O)NC1CC1 | 3 | -15 | 0.9 | -11 | 14
30 | CC(=O)C1=C(O)C(=O)N(CC(=O)O)C1c1ccccc1Cl (configuration not stated) | nt | -16 | 0.3 | -6 | 16

nr | TAAR1 ag | CHO-K1 Ca antag | CHO parental Ca | CHRM1 agonist
16 | 5 | -9 | 2 | -7
17 | 4 | -5 | 3 | -1
18 | 2 | -5 | -12 | -6
19 | 1 | -5 | -4 | -3
20 | 2 | -7 | -2 | -5
21 | 3 | -22 | -8 | -2
22 | 0 | 9 | -3 | -2
23 | 30 | -17 | -16 | -3
24 | 3 | 3 | nt | -2
25 | nt | -2 | -11 | -13
26 | 1 | -19 | -31 | -10
27 | 5 | -3 | 3 | -5
28 | 0 | 15 | -15 | 0
29 | -1 | -15 | -4 | 9
30 | nt | 2 | -7 | -2

2 entries from above, with one line to a screen:
23) Cc1nn(-c2ccccc2)c(N2CCCCC2)c1/C=N/O
24) CC(=O)c1ccc(OCC(=O)N(C)C2CCS(=O)(=O)C2)cc1 (configuration not stated)

assay / entry,23,24
TAAR1 antagonist,-6,-30
M1 antag,-17,-8
CHO-K1 Ca ag,-0.3,0.7
OXTR potentiate,-1,nt
M1 PAM parental,6,-7
TAAR1 ag,30,3
CHO-K1 Ca antag,-17,3
CHO parental Ca,-16,nt
CHRM1 agonist,-3,-2

Further entries:
nr | canonical_smiles | TAAR1 antagonist | M1 antag | CHO-K1 Ca ag | OXTR potentiate | M1 PAM parental
31 | Nc1ccc(C(=O)N/N=C2\CCCc3c2[nH]c2ccccc32)cc1 | -8 | -3 | 0.2 | -15 | 10
32 | COCC1CCN(C(=O)c2cc(COc3ccc(F)cc3F)on2)C1 (configuration not stated) | -22 | -2 | 0.4 | -6 | -3
33 | CCCn1nnnc1NCc1ccc(F)cc1 | 16 | -8 | 14 | -16 | 19
34 | COc1ccc(CNC(=O)COC(=O)c2cc(S(=O)(=O)N3CCOCC3)ccc2O)cc1OC | -5 | -17 | 0.3 | 4 | 8
35 | Cc1cc(NC(=O)c2ccccc2Cl)n(C(C)(C)C)n1 | -2 | -13 | -0.1 | -2 | 8
36 | Cc1ccc(/C=C/c2onc(C)c2S(=O)(=O)N2CCC(C(=O)NC(C)(C)C)CC2)cc1 | -4 | -8 | 0.8 | -5 | 22
37 | COc1ccc(CNC(=O)c2cccc(S(=O)(=O)N3CCN(C)CC3)c2)cc1 | 3 | -14 | 0.2 | -26 | -5
38 | CSCCC(NC(=O)COc1ccccc1)C(=O)NCC(C)(C)N1CCOCC1 (configuration not stated) | 0 | -1 | 0.2 | nt | 11
39 | CCN(CC)S(=O)(=O)c1ccc2c3c(cccc13)C(=O)N2 | -22 | 4 | 0.9 | -5 | 12
40 | CC1CCN(c2c([N+](=O)[O-])c(=O)oc3ccccc23)CC1 | 4 | -15 | 0.5 | -7 | 24
41 | CCC(C)(C)n1nnnc1C(c1cccnc1)N1CCN(c2cccc(C(F)(F)F)c2)CC1 (configuration not stated) | -24 | -11 | 0.4 | 2 | -9
42 | Cc1ccc(NC(=O)c2ccc(-c3nn(C)c(=O)c4ccccc34)cc2)c(C)c1 | 20 | -4 | 2.4 | -8 | 14
43 | Cc1cc2nnc(SCC(=O)OC(C)C)n2c2ccccc12 | 1 | -11 | 0.7 | -8 | 16
44 | CCCCOC(=O)C(C)Nc1n[nH]c(=O)[nH]c1=O (configuration not stated) | -11 | -26 | 1.5 | -9 | 13
45 | CCSc1nc(=S)cc(C)[nH]1 | -24 | -11 | 0.2 | -4 | 4

nr | TAAR1 ag | CHO-K1 Ca antag | CHO parental Ca | CHRM1 agonist
31 | 23 | -10 | -3 | 1
32 | 0 | -10 | -18 | -3
33 | -1 | 10 | -1 | -7
34 | 2 | 2 | -9 | -1
35 | 6 | -10 | -1 | 1
36 | -2 | -8 | -11 | -4
37 | 2 | -6 | -22 | -8
38 | 0 | 0 | nt | -5
39 | 0 | -2 | -1 | -4
40 | 6 | -11 | 6 | -6
41 | 2 | -6 | -15 | -3
42 | 9 | 1 | -17 | -4
43 | 17 | -13 | -5 | -3
44 | 1 | -4 | 6 | 4
45 | 3 | -6 | -23 | 2

Screening data deposited in PubChem by The Scripps Research Institute Molecular Screening Center.
